Compound activity as filed in PubChem.
F508del corr – F508del CFTR correction, initial screen, CFBE line, single point | CFBE cells, YFP halide quenching; stimulated with forskolin plus potentiator P3; % fluorescence drop versus neutral controls | activity (quench increase), % at 7.58 µM | 350,000 compounds, 0.36% hits;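 active = mean added fluorescence quench of at least 8% versus neutral control, with both replicates also reaching 8%; inconclusive = only one of the mean or replicate conditions met; inactive = mean below 8% and not both replicates reaching 8%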;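 also: cells transiently co-express mutant CFTR-F508del with the halide-sensitive YFP; corrector assay measuring rescue of mutant channel to the surface after 24 h compound exposure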
CASP6 VEID inh – human caspase-6 inhibitors, primary screen, biochemical, VEID-R110 fluorescence, single point, set 2; P55212; inhibition, % at 12.5 µM; AID 686996, 2013; 350,000 compounds, 0.53% hits; purified caspase-6, Z-VEID-R110 cleavage fluorescence;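 active = mean inhibition across replicates at least about 35%, with every replicate also reaching that limit, limit read from the data; inconclusive = only one of the two criteria met; inactive = neither criterion met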;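 also: 0% = median of neutral control wells and 100% = no fluorescence left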
Target sequence (P55212 24-179 limits assumed): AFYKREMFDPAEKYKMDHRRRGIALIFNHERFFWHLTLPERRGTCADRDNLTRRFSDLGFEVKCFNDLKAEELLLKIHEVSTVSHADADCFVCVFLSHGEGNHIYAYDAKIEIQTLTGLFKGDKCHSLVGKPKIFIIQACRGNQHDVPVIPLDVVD
Target sequence (P55212 194-293 limits assumed): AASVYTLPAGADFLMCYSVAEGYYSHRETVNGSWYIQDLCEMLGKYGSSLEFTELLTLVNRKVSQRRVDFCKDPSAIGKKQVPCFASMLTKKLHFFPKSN
Xi reactivation – activators of inactive X chromosome reactivation, primary screen, imaging, XiGFP fibroblasts, GFP high-content imaging, set 2. XiGFP mouse fibroblasts, % GFP-positive cells imaging, 3 d; cells co-treated with 5-aza-dC sensitizer; scaled so ellipticine positive control = 100%. activation, % at 7.58 µM. 360,000 compounds, 0.055% hits. AID 743238, 2013;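 active = mean normalized replicate activation at least 10% and every replicate at or above 10%; inconclusive = only one of the two criteria met; inactive = mean below 10% and not all replicates reach 10%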;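 also: 0% = median of on-plate neutral control wells and 100% = ellipticine 6 µM median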
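assay system = SV40-immortalized XiGFP fibroblast cells, line 68-5-11 | buffer or medium = DMEM plus 5-aza-dC sensitizer | doses = single-point pinned compound dosing | times = 3-day compound exposure, then 15 min fixation at room temperature | benchmarks = positive control ellipticine, 6 µM final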
INS-1E GSIS act – GLuc luminescence reporter in INS-1E cells, primary screen for activators of glucose-dependent secretion of insulin; INS-1E GLuc reporter insulin secretion, 2-3 h; activation, % at 16.6 µM; 370,000 compounds, 0.61% hits; AID 743287, 2014;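 active = lowest replicate activation of at least 40%, so every replicate reaches that level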;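 also: 0% = median of neutral control wells and 100% = median of IBMX positive control wells; some compounds called inactive have numbers as strong as hits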
DENV2 CPE – inhibitors of DENV2 cytopathic effect, primary screen, cell-based, plate reader, single concentration. CPE inhibition, % at 9.99 µM. 350,000 compounds, 1.7% hits. DENV2-infected cells, cytopathic effect rescue; in the data active = CPE inhibition above about 20%, passing the limit was not always enough; inconclusive = no clear call, values can overlap the other calls; tested in BHK-21 cells;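 also: 0% = median of neutral control wells and 100% = median of positive control wells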
RAD52 inh – RAD52 DNA annealing inhibitors, primary screen, biochemical, FRET, single point, set 2; DNA repair protein RAD52 homolog (Homo sapiens), P43351; recombinant RAD52 DNA annealing, FRET fluorescence; inhibition, % at 18.7 µM; 360,000 compounds, 0.46% hits;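 active = every replicate showing at least 50% inhibition; inconclusive = mean inhibition at least 50% but not in every replicate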
E-sel inducer – E-selectin induction in HUVECs, primary screen, imaging, HUVEC, immunofluorescence imaging, single point; P16581; activation, % at 7.58 µM; normalized: neutral wells 0, TNF-alpha wells 100; 260,000 compounds, 0.37% hits;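 active = mean E-selectin-positive cell signal at least 10% of the positive control, reached in at least 60% of replicates, without over 20% cell loss; inconclusive = no rule given, readout overlaps actives, possibly toxicity-flagged; inactive = the rest, including those meeting only one limit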;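 also: in these data hits start at about 27%; measured in HUVEC primary endothelial cells; signal is the percent of cells scored E-selectin positive by PE staining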
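Material: HUVEC primary endothelial cells; Amount: 3,000 cells per well; Dosing: single concentration; Medium: EGM-2 growth medium on 0.1% gelatin-coated wells; Read-out basis: percent E-selectin-positive cells; Signal: immunofluorescence imaging; Control set: TNF-alpha, DMSO.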
RAD54 branch – inhibitors of human RAD54 branch migration, primary screen, biochemical, fluorescence, single point. DNA repair and recombination protein RAD54-like (Homo sapiens), Q92698. RAD54 Holliday junction branch migration, FAM/BHQ fluorescence. inhibition, % at 10.4 µM. 360,000 compounds, 0.14% hits;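 active = mean normalized replicate activity at least 40 and at least half of replicates scoring 40 or more; inconclusive = only one of the two criteria met; inactive = mean below 40 and under half of replicates reaching 40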;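 also: 0% = median of neutral control wells and 100% = median of positive control wells; inhibitors cause a drop in the FAM fluorescence signal; in these data hits start at about 50%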
Target sequence (Q92698 whole entry, looked up): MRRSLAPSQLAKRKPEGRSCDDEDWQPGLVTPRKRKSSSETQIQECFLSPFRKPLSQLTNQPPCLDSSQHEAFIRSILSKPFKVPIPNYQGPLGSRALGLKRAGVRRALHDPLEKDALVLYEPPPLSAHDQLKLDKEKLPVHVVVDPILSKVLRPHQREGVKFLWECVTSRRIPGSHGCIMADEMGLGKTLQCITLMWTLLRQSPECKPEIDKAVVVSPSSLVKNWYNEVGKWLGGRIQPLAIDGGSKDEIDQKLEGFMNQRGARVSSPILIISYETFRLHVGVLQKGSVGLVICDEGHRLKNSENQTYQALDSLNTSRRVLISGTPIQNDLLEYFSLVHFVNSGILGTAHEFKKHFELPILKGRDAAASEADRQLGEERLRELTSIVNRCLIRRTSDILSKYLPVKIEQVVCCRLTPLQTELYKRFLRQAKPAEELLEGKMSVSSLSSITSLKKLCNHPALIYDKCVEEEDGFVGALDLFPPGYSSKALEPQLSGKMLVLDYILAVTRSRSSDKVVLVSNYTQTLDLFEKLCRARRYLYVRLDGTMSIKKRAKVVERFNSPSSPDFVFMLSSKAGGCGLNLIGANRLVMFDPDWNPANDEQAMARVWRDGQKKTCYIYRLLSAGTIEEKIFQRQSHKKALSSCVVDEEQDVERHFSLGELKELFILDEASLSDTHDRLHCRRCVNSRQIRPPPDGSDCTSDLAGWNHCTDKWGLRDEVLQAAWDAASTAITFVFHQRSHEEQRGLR
* marks the source's active call; other numbers are inactive results; ? = inconclusive; · = not tested or not shown; & = joins results of further samples.

SMILES	F508del corr	CASP6 VEID inh	Xi reactivation	INS-1E GSIS act	DENV2 CPE	RAD52 inh	E-sel inducer	RAD54 branch
CCCCNC(=O)C1CCC(=O)N1CCc1ccccc1 (stereo not given)	·	-1.6	0.5	-5.4	0.9	-9.7	-0.1	1.0
O=C(NCCCN1CCCC1=O)c1ccc2c(c1)OCO2	-2.7	-4.3	·	15.6	13.8	-3.9	·	·
CC(=O)Nc1ccc(NC(=S)NC(=O)/C=C/c2ccco2)cc1	-0.9	3.1	0.5	4.9	9.0	-26.3	0.0	-21.2
C[C@@H]1CN([C@H](C)CO)C(=O)Cc2cc(NC(=O)Cn3cnnn3)ccc2O[C@H]1CN(C)C(=O)Nc1ccc(C(F)(F)F)cc1	-1.5	-1.4	-1.2	-7.9	30.4*	8.9	32.3*	-2.8
O=C(N/N=C/c1c[nH]c2ccccc12)c1cccc(O)c1	-1.1	0.9	0.1	-4.3	-0.2	-5.3	-0.3	6.9
C[C@@H]1CCCCO[C@H](CN(C)C(=O)c2ccncc2)[C@@H](C)CN([C@H](C)CO)C(=O)c2cc(NC(=O)CCCCCC(=O)Nc3ccccc3N)ccc2O1	1.0	1.2	-1.1	-14.2	-4.1	-6.6	-0.1	0.2
Cc1ccc(S(=O)(=O)NC[C@@H]2CC[C@@H]3[C@@H](CN3Cc3cc(F)ccc3F)O2)cc1	2.4	0.6	·	·	12.2	-5.5	·	·
O=C(CN1C(=O)NC2(CCCCCC2)C1=O)c1ccc(F)cc1	-1.6	-1.4	-0.1	19.1	0.7	-13.8	0.2	-6.2
C[C@H]1CN([C@@H](C)CO)C(=O)c2cc(-c3cccc(C#N)c3)cnc2O[C@@H]1CN(C)C(=O)c1ccccn1	0.1	-1.0	-2.0	16.5	?	-14.8	0.9	-2.3
CC(C)CNC(=O)CN1C(=O)NC2(CCc3ccccc32)C1=O (stereo not given)	2.2	-3.2	0.0	1.6	?	-14.1	0.2	8.7
COc1cccc(CN2[C@@H]3CNC[C@H]2C3c2ccc(-c3ccncc3)cc2)c1 (stereo not given in full)	2.5&-1.4	1.3&2.1	0.1&0.0	-2.6&-3.6	-4.7&1.4	1.4&-99.7	0.1&0.0	·
CCSc1nnc(NC(=O)c2cccc3ccccc23)s1	0.2	-0.8	0.0	14.7	-5.3	-11.3	0.2	12.6
COc1cccc(Oc2nc(-c3ccncc3)nc3ccccc23)c1	5.4	-4.4	0.2	-7.8	-3.6	-13.7	4.1	1.6
CCc1ccccc1N(CC(=O)NCC1CCCO1)C(=O)CCC(=O)Nc1cc(C)on1 (stereo not given)	-1.5	0.9	0.0	16.1	-1.5	-27.4	·	-15.1
CC(C)n1c(NCc2ccccc2O)nc2ccccc21	-4.0	1.0	0.0	-14.4	0.5	-16.2	·	8.6
Cc1noc(C)c1S(=O)(=O)Nc1ccc2c(c1)C(=O)N([C@H](C)CO)C[C@H](C)[C@H](CN(C)C)OCCCC[C@H](C)O2	-4.2	3.3	0.2	33.3	0.3	-14.2	0.0	4.6
CN1CCC(OC(c2ccccc2)c2ccc(Cl)cc2)C1 (stereo not given)	1.8	1.0	0.1	·	-1.8	3.6	0.0	4.3
COCCn1c(SCC(=O)NC(=O)Cc2ccccc2)nc2ccccc2c1=O	1.9	1.8	-0.1	31.8	-1.2	-5.7	0.0	5.0
Cc1c(NC(=O)c2cccc(NC(=O)COc3ccccc3C#N)c2)c(=O)n(-c2ccccc2)n1C	1.4	2.1	0.0	-9.1	-6.7	-13.6	-1.7	·
Cc1noc(C)c1COc1cccc(C(=O)Nc2cccnc2)c1	0.9	1.5	0.0	-7.6	?	-22.5	0.8	·
Cc1noc(C)c1NC(=O)N(C)C[C@@H]1OCCCC[C@H](C)Oc2ccc(NC(=O)Nc3ccc(C(F)(F)F)cc3)cc2C(=O)N([C@@H](C)CO)C[C@H]1C	2.1	-2.1	0.0	8.0	0.3	9.8	0.0	17.0
CCOC(=O)N1CCN(C/C(Cl)=C/c2ccccc2)CC1	-1.0	3.4	0.0	-28.5	9.2	4.3	·	5.9
O=C(CCC(=O)Nc1cccc(C(F)(F)F)c1)NCC1CCCO1 (stereo not given)	-2.1	-1.6	0.2	-1.4	3.0	-24.3	·	-0.8
CCCCc1nc(N2CCN(C(=O)c3ccco3)CC2)c(C#N)c2c1CCCC2	1.7	5.3	0.0	12.2	3.7	-5.4	·	-0.1
CCN1CC(CN(C)Cc2nc(-c3ccc(C(F)(F)F)cc3)oc2C)CC1=O (stereo not given)	-0.6	-3.1	-0.1	0.9	4.6	-13.9	-0.1	·
CCN1C(=O)[C@H]2[C@H]3CN=C(SCc4ccc(C)cc4)N3[C@@](C)(C(=O)OC)[C@H]2C1=O	4.2	-3.6	-0.1	0.9	7.3	-11.3	·	0.5
CC1=NN(c2ccccc2)C(=O)/C1=C/C=C/c1ccc(N(C)C)cc1	1.4	3.3	0.0	5.0	19.3	2.9	·	·
COc1ccc([Si](C)(C)[C@H]2[C@H](CCO)O[C@@]3(C(=O)N(Cc4ccccc4)c4ccc(N5CCOC5=O)cc43)[C@@H]2C)cc1	1.7	-0.4	·	·	20.5*	-61.9	·	-0.9
COc1ccccc1NC(=O)N[C@H]1CC[C@@H](CCNS(=O)(=O)c2ccc(Cl)cc2)O[C@H]1CO	2.0	0.0	0.2	-5.2	20.5*	0.2	-0.3	-15.0
C[C@@H]1CN([C@@H](C)CO)C(=O)c2cc(NS(=O)(=O)c3ccccc3)ccc2O[C@@H](C)CCCCO[C@@H]1CN(C)Cc1ccc(C(=O)O)cc1	-2.3	·	0.3	9.0	·	·	-0.1	0.1
COc1ccc(C(=O)N2CC3(CC(c4cccc([N+](=O)[O-])c4)=NO3)C[C@H]2C(=O)NCC(N)=O)cc1 (stereo not given in full)	-1.2	1.3	-0.3	·	13.6	-9.5	0.2	2.7
COc1ccc(N2CCN(c3n[nH]c(N)n3)CC2)cc1	-1.0	3.9	0.0	10.6	-6.7	6.4	·	·
Cc1[nH]c2ccccc2c1C(=O)NS(=O)(=O)Nc1ccc(Cl)cc1	0.2	-0.1	0.1	4.8	-3.8	-12.5	·	·
CCCNC(=O)N(C)C[C@@H]1Oc2ncc(C#CC3(O)CCCC3)cc2C(=O)N([C@@H](C)CO)C[C@@H]1C	2.5	1.7	-0.5	-1.4	8.7	8.4	-0.1	-2.6
Cc1noc(C)c1NC(=O)Nc1ccc2c(c1)C(=O)N([C@@H](C)CO)C[C@@H](C)[C@H](CN(C)S(=O)(=O)c1ccc(F)cc1)OCCCC[C@@H](C)O2	-1.0	1.2	-0.2	-4.9	?	22.7	-0.1	-5.2
N#C/C(=C(/O)c1ccco1)c1nc2ccccc2s1	2.2	-0.6	0.0	·	4.6	-56.8	·	-8.3
COc1ccc(N(CC(=O)N2CCN(c3ccccc3F)CC2)S(=O)(=O)c2c(C)noc2C)cc1	-1.7	2.6	0.0	4.7	11.6	-8.6	-0.1	1.0
COc1c(C)cc(C(=O)C2CCCN(C(=O)CCCn3cncn3)C2)cc1C (stereo not given)	0.3	-0.7	0.1	-8.2	2.9	-10.9	1.1	-2.0
C[C@@H]1CN([C@@H](C)CO)S(=O)(=O)c2ccc(C3=CCCCC3)cc2O[C@H]1CN(C)Cc1ccccc1F	0.6	-0.8	-0.1	-4.4	-3.8	-1.9	·	6.1
CCOC(=O)c1cc(Cl)c2c(ccc3ccccc32)n1	1.5	-0.3	0.0	10.6	2.2	-0.2	·	9.8
CC(=O)c1ccc(NC(=O)CSc2nc(C3CC3)nc3ccccc23)cc1	4.0	-0.8	0.0	23.0	-9.6	-9.6	-0.3	5.0
CN1c2ccc(C#Cc3cccnc3)cc2[C@H]2[C@H](CCN2C(=O)C2CCC2)[C@@H]1CO	2.4	·	0.0	-12.9	17.6	-19.8	·	·
C[C@@H]1CN([C@@H](C)CO)S(=O)(=O)c2ccc(C#CCN(C)C)cc2O[C@H]1CN(C)C	-2.9	-1.0	-0.5	6.9	?	3.8	0.2	-10.9
O=C(CN1CCOCC1)N[C@H]1CC[C@H](CCn2cc(C3CCCC3)nn2)O[C@H]1CO	-1.5	2.4	0.0	11.2	13.9	-15.9	0.0	·
CCC1CCCCN1CCN1C(=O)C2C(C(=O)Nc3cccc(OC)c3)C3C=CC2(O3)C1C(=O)NC1CCCCC1 (stereo not given)	-2.1	-1.9	0.0	0.7	0.9	-5.0	-0.1	9.4
CCOC(=O)C1(Cc2cccc(Cl)c2)CCCN(C(=O)c2cc(CC)on2)C1 (stereo not given)	3.6	4.4	0.0	-42.4	-2.2	-12.3	0.0	-2.0
CC(NC(=O)c1cc([N+](=O)[O-])cc([N+](=O)[O-])c1)C1CC2CCC1C2 (stereo not given)	1.1	4.3	0.0	-25.0	-2.2	-8.1	·	-3.0
C[C@@H]1CN([C@@H](C)CO)C(=O)c2cc(C#Cc3ccccc3F)cnc2O[C@@H]1CN(C)C(=O)c1ccc2c(c1)OCO2	0.8	0.2	-1.3	-18.1	-2.5	10.7	-0.4	-6.7
Cc1nc([N+](=O)[O-])c(C(=O)OCc2ccccc2)n1C	0.8	0.2	-0.1	6.0	2.4	-24.4	·	3.1
Fc1ccccc1CN1CCC(Cc2ccccc2)CC1	-3.1	-2.5	0.1	10.4	18.2	-9.1	-0.6	-13.8
O=C(COc1ccccc1)Nc1c2c(nn1-c1ccccc1)CS(=O)C2 (stereo not given)	3.8	1.7	-0.1	14.5	-5.5	1.7	-0.2	-4.1
O=C(Nc1ccc2nc3n(c(=O)c2c1)CCCC3)c1ccccc1[N+](=O)[O-]	1.2	4.0	0.0	9.1	-14.0	-11.3	·	·
C[C@H](CO)N1C[C@H](C)[C@@H](CN(C)S(=O)(=O)c2cn(C)cn2)OCCCC[C@H](C)Oc2ccc(NC(=O)NC3CCCCC3)cc2C1=O	2.5	-1.1	0.0	-3.4	?	-2.6	0.0	-4.9
O=C1CCN(CCc2ccccc2)CCN1CCSc1ccc(Br)cc1	1.8	1.3	0.2	-10.4	-5.8	-6.7	·	-7.5
O=C(Nc1ccccc1)Nc1nc(-c2ccc(F)cc2)cs1	·	0.1	0.1	·	-1.1	-8.0	·	·
